JMJD2C inh: human JMJD2C demethylase inhibition; GST-JMJD2C(1-420) H3K9me3 demethylation, DELFIA europium; actives 0.069% (n = 330,000); inhibition, % at 2.35 µM; AID 2099; Q9H3R0;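 active means more than half of a compound's replicate wells show inhibition beyond 50%, single wells judged on their own value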;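 further: signal counts dimethyl H3K9 product captured on neutravidin plate; 0% = median of DMSO wells and 100% = 0.3 times that DMSO median; strong numbers were not always called active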
Target sequence (Q9H3R0 1-420 limits assumed): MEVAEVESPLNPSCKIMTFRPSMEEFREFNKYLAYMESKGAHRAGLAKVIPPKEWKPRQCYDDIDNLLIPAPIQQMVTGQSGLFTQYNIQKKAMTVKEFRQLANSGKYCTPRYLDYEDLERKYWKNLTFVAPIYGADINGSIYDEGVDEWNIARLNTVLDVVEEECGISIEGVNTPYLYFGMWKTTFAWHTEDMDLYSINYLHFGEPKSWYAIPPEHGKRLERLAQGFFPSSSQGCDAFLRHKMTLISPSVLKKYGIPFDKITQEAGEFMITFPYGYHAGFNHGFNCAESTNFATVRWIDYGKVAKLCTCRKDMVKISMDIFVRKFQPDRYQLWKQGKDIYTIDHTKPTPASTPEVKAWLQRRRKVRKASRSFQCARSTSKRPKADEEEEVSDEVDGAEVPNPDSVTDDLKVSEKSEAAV
Fh CTSL1 inh: blocks F. hepatica cathepsin L1 in PFM18AAP counter-screen; actives 0.49% (n = 300,000); recombinant F. hepatica cathepsin L1, Z-Leu-Arg-MCA fluorescence; inhibition, % at 5.96 µM;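 active means inhibition above the mean of all tested compounds plus 3 SD, set per screening campaign, cut at about 17% in these data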;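 further: 0% = plate median of test compound wells and 100% = 1 µM Z-Phe-Ala-diazomethylketone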
PP5 inh: blocks human protein phosphatase 5 activity; P53041; inhibition, % at 6.7 µM; AID 1987; actives 0.18% (n = 320,000); purified PP5c, OMFP substrate fluorescence;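 active means inhibition above the campaign's mean inhibition across all tested compounds plus 3 SD, cut at about 9.5% in these data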;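 further: 0% = DMSO only and 100% = 100 µM cantharidin control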
PP1 counter: counter-screen for PP5 inhibitors: inhibitors of human PP1-alpha; P62136; purified PP1alpha, OMFP fluorescence; inhibition, % at 6.7 µM; actives 0.9% (n = 320,000); AID 2235;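 active means inhibition above the mean inhibition of all tested compounds plus 3 SD, computed separately for each screening campaign, cut at about 15% in these data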
Target sequence (P62136 whole entry, looked up): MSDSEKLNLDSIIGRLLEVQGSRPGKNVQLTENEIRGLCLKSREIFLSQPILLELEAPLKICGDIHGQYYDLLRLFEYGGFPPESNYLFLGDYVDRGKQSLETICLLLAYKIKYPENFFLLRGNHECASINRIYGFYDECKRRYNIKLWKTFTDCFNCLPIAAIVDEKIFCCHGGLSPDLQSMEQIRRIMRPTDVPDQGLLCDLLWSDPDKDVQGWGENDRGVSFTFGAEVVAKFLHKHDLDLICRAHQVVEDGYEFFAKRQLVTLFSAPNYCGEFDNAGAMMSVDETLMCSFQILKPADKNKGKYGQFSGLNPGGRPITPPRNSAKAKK
procasp7 counter: counter-screen: procaspase-7 (human) activation. recombinant procaspase-7, Ac-DEVD-pNA absorbance 405 nm; D23A/D198A/D206A triple mutant, cannot self-cleave; scale: DMSO 0, 5 µM enzyme 100. activation, % at 8.5 µM. actives 0.093% (n = 330,000). AID 463210;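 active means percent activation above the screen-wide mean plus 3 SD, cut at about 25% in these data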
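Replicates: singlicate. Assay system: Procaspase-7 triple mutant (PC-7 D3A). Signal: 405 nm absorbance of p-nitroaniline. Times: 1 h preincubation, 2 h reaction. Buffer or medium: Zinc-free HEPES pH 7.4 with 300 mM NaCl, 0.01% Triton X-100. Also added: DEVD-pNA substrate. Benchmarks: DMSO wells as 0%, DMSO with 5 µM added PC-7 as 100%.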
VLA-4 inh: inhibition in a human VLA-4 binding assay; VLA-4 expressing cells, ligand binding flow cytometry; inhibition, % (about 7 µM as worked out from the volumes in the protocol); actives 0.2% (n = 330,000); AID 2557; in the data active means inhibition above about 50%
HCV core dimer: HCV core protein dimerization inhibition. actives 0.33% (n = 300,000). TR-FRET GST/Flag-core106 dimerization, 1536-well. inhibition, % at 5 µM;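 active means inhibition above the mean of all tested compounds plus 3 SD, set per screening campaign, cut at about 45% in these data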
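test system = GST/Flag-tagged HCV core106 proteins | probe or stimulus = Eu donor and XL665 acceptor anti-tag antibodies | times = compound-protein-antibody incubation 4 h at 22.5 °C | signal = TR-FRET, excitation 340 nm, emission 617 and 671 nm | measure = percent inhibition of core106 dimerization signal | controls = wells lacking GST-core106 and wells with excess unlabelled core106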
GRK2 inh: inhibitors of human GRK2 displacing RNA aptamer; inhibition of aptamer binding, % at 10 µM; P25098; actives 0.59% (n = 330,000); bead flow cytometry, FAM-aptamer displacement from GRK2;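 active means inhibition of aptamer binding above 40%, roughly 3 SD of noise, on plates passing a quality check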;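 further: median bead fluorescence of bound FAM aptamer so fluorescent compounds give negative values; no value below 0 was filed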
procasp3 activ: activators of human procaspase-3; P42574; recombinant procaspase-3 D3A, Ac-DEVD-pNA absorbance 405 nm; activation, % at 8.5 µM; actives 0.11% (n = 330,000);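 active means activation above the mean of all tested compounds plus 3 SD, cut at about 21% in these data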;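 further: 0% = DMSO alone and 100% = DMSO wells spiked with extra 5 µM PC-3 D3A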
Target sequence (P42574 whole entry D9A/D28A/D175A): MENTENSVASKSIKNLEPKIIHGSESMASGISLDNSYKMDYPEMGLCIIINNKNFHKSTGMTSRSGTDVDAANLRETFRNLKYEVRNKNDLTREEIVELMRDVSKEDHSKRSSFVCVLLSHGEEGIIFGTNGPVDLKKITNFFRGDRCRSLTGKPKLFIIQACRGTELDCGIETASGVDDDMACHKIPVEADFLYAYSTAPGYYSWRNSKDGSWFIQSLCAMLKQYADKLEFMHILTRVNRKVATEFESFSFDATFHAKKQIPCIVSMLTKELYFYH
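Evaluation: percent activation relative to control range; Material: Procaspase-3 D3A mutant, all three cleavage aspartates alanine; Compound: single dose, 8.5 µM nominal compound, 0.8% DMSO; Replication: one well per compound; Signal: absorbance at 405 nm, 0 and 120 min; Schedule: 1 h preincubation plus 2 h reaction at 25 °C.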
* marks the source's active call; other numbers are inactive results; & = joins results of further samples.

`O=C(O)c1ccccc1C(=O)NCCc1ccc(Cl)cc1` gave JMJD2C inh -0.6, Fh CTSL1 inh 1.0, PP5 inh -3.0, PP1 counter -1.5, procasp7 counter 2.4, VLA-4 inh 11.1, HCV core dimer 1.0, GRK2 inh 0.0 and procasp3 activ 1.1.
For O=C(N/N=C/c1c(Cl)[nH]c2ccccc12)c1ccc2c(c1)OCCO2 the results were JMJD2C inh 3.1, Fh CTSL1 inh 5.3, PP5 inh 0.6, PP1 counter 0.8, procasp7 counter 5.2, VLA-4 inh -6.1, HCV core dimer 2.2 and procasp3 activ 4.8.
`CNC(=S)N/N=C(\C)c1cccc(C(F)(F)F)c1` gave JMJD2C inh -5.4, Fh CTSL1 inh 3.0, PP5 inh -0.2, PP1 counter -4.3, procasp7 counter -0.2, VLA-4 inh 32.0, HCV core dimer -6.1, GRK2 inh 3.0 and procasp3 activ -0.9.
For N#C/C(=C\c1cccc([N+](=O)[O-])c1)C(=O)Nc1cccnc1 the results were JMJD2C inh 4.8, Fh CTSL1 inh 0.1, PP5 inh 2.0, PP1 counter -6.0, procasp7 counter 9.5, VLA-4 inh 6.8, HCV core dimer 0.2, GRK2 inh 0.0 and procasp3 activ -1.7.
Screening Cn1nc(-c2ccc(C(=O)Nc3cccc(Cl)c3)cc2)c2ccccc2c1=O returned JMJD2C inh -5.9, Fh CTSL1 inh 1.3, PP5 inh -3.5, PP1 counter 1.9, procasp7 counter 5.8, VLA-4 inh 10.5, HCV core dimer 0.3, GRK2 inh 0.0 and procasp3 activ -7.4.
CCOC(=O)CSC1=Nc2ccccc2C2=NC(CC(=O)NCc3ccc(OC)cc3)C(=O)N12 (stereo not drawn) was read as JMJD2C inh -4.3&-2.2, Fh CTSL1 inh 1.5, PP5 inh 0.2, PP1 counter -2.2, procasp7 counter 2.4, VLA-4 inh 11.8, HCV core dimer 4.4, GRK2 inh 1.0 and procasp3 activ 4.8.
Screening C=CCn1c(COc2cc(C)ccc2C(C)C)nnc1SCC(=O)c1c(N)n(C)c(=O)n(C)c1=O returned JMJD2C inh 7.4, Fh CTSL1 inh 3.8, PP5 inh 1.2, PP1 counter -2.7, procasp7 counter -3.1, VLA-4 inh 22.4, HCV core dimer 32.6, GRK2 inh 0.0 and procasp3 activ -2.6.
For Cc1ccccc1C(=O)c1cccn1CC(=O)NCc1ccc(F)cc1 the results were JMJD2C inh -0.7, Fh CTSL1 inh 1.0, PP5 inh 0.5, PP1 counter -3.9, procasp7 counter -11.1, VLA-4 inh 12.3, HCV core dimer 5.5, GRK2 inh 0.0 and procasp3 activ 7.2.
Screening CCOC(=O)c1nn(-c2cccc(Cl)c2)c2nc(CC(C)C)c(C#N)c(=O)n12 returned JMJD2C inh 2.2, Fh CTSL1 inh 1.1, PP5 inh 3.0, PP1 counter 2.9, procasp7 counter 8.4, VLA-4 inh 1.3, HCV core dimer 11.4, GRK2 inh 0.0 and procasp3 activ -9.3.
COc1ccc(Cl)cc1C(=O)NNC(=S)NC(=O)c1cc(-c2ccccc2)nc2ccccc12 was read as JMJD2C inh -0.2, Fh CTSL1 inh 3.1, PP5 inh -1.1, PP1 counter -6.1, procasp7 counter -3.6, VLA-4 inh -2.4, HCV core dimer 29.1, GRK2 inh 43.0* and procasp3 activ 4.2.
`CCc1nn(CC(=O)NCCc2ccc(Cl)cc2)c(=O)c2cccn12` gave JMJD2C inh 4.9, Fh CTSL1 inh -2.9, PP5 inh 1.2, PP1 counter 5.1, procasp7 counter -2.7, VLA-4 inh 2.6, HCV core dimer 0.0, GRK2 inh 0.0 and procasp3 activ 0.6.
Screening Cc1csc(NC(=O)c2nc3nc(C)cc(C)n3n2)n1 returned JMJD2C inh 5.3, Fh CTSL1 inh 3.8, PP5 inh 1.7, PP1 counter 0.6, procasp7 counter 8.8, VLA-4 inh 4.8, HCV core dimer -6.4, GRK2 inh 0.0 and procasp3 activ -9.1.
`Cc1cccc2cc(COC(=O)C3CCCCC3)c(=O)[nH]c12` gave JMJD2C inh 1.2, Fh CTSL1 inh -3.2, PP5 inh -1.3, PP1 counter 0.1, procasp7 counter 4.9, VLA-4 inh 11.6, HCV core dimer 3.6, GRK2 inh 6.0 and procasp3 activ -1.6.
Screening Clc1ccc(-c2cc(COc3ccccc3)on2)cc1 returned JMJD2C inh -21.4, Fh CTSL1 inh -3.8, PP5 inh 5.3, PP1 counter -0.4, procasp7 counter -6.3, VLA-4 inh 16.9, HCV core dimer 2.9, GRK2 inh 0.0 and procasp3 activ 6.3.
`CCn1cc(C(=O)NCC2CCCO2)c(=O)c2cc(S(=O)(=O)N(C)C3CCCCC3)ccc21` (stereo not drawn) gave JMJD2C inh -3.2&-1.8, Fh CTSL1 inh -4.2, PP5 inh 2.4, PP1 counter 2.5, procasp7 counter -1.4, VLA-4 inh -3.0, HCV core dimer 1.7, GRK2 inh 8.0 and procasp3 activ -6.9.
For COc1cccc(NC(=O)N[C@@H](Cc2ccccc2)C(=O)O)c1 the results were JMJD2C inh 3.7, Fh CTSL1 inh 1.3, PP5 inh 0.1, PP1 counter 1.3, procasp7 counter 10.0, VLA-4 inh -4.8, HCV core dimer -0.3, GRK2 inh 0.0 and procasp3 activ 3.9.
Cc1ccc(F)cc1NC(=O)/C=C/c1ccc(S(=O)(=O)N2CCOCC2)cc1 was read as procasp7 counter -12.8, VLA-4 inh 11.5, GRK2 inh 0.0 and procasp3 activ 2.2.
Fc1ccccc1CSc1nnc(-c2cnccn2)n1Cc1ccco1 was read as JMJD2C inh 11.2, Fh CTSL1 inh -3.9, PP5 inh 3.6, PP1 counter -2.6, procasp7 counter 5.9, VLA-4 inh -22.6, HCV core dimer 9.1, GRK2 inh 0.0 and procasp3 activ 6.9.
C=CCc1ccccc1OCC(O)CNC1CCCC1 (stereo not drawn) was read as JMJD2C inh -0.5, Fh CTSL1 inh 2.4, PP5 inh -1.5, PP1 counter 3.9, procasp7 counter -3.2, VLA-4 inh -9.0, HCV core dimer -11.6, GRK2 inh 1.0 and procasp3 activ -5.2.
Screening OCCCn1c(CCCNc2nc(-c3cccc(Br)c3)cs2)nc2cc(Cl)c(N3CCCCC3)cc21 returned JMJD2C inh -7.6, Fh CTSL1 inh -1.4, PP5 inh 4.5, PP1 counter 7.0, procasp7 counter 3.8, VLA-4 inh 38.6, HCV core dimer -18.1, GRK2 inh 0.0 and procasp3 activ -1.1.
CC(C)(C)C(=O)NCCc1nc(-c2ccccc2)no1 was read as JMJD2C inh 0.3, Fh CTSL1 inh 0.0, PP5 inh 0.3, PP1 counter -3.9, procasp7 counter 2.6, VLA-4 inh -6.4, HCV core dimer -6.9, GRK2 inh 0.0 and procasp3 activ -9.0.
S=C(NNC(=S)NC1CC2C=CC1C2)NC1CC2C=CC1C2 (stereo not drawn) was read as JMJD2C inh 44.5, Fh CTSL1 inh 2.2, PP5 inh 5.0, PP1 counter -1.5, procasp7 counter -14.1, VLA-4 inh 2.3, HCV core dimer 4.6, GRK2 inh 0.0 and procasp3 activ -8.7.
`O=C(Nc1ccccc1)C1=C[C@@H](c2coc3ccccc3c2=O)C[C@@H](OCCCCO)O1` gave JMJD2C inh -2.3, Fh CTSL1 inh -3.1, PP5 inh 0.3, PP1 counter -3.2, procasp7 counter 10.7, VLA-4 inh -1.2, HCV core dimer -1.2, GRK2 inh 2.0 and procasp3 activ 7.4.
O=C1/C(=C/c2cccc3ccccc23)CCCc2ccccc21 was read as JMJD2C inh 3.9, Fh CTSL1 inh 0.8, PP5 inh 0.7, PP1 counter 1.2, procasp7 counter 7.9, VLA-4 inh -9.2, HCV core dimer 2.7, GRK2 inh 0.0 and procasp3 activ -10.1.

Ordered by SMILES length (rising): some entries from above
S=C(NNC(=S)NC1CC2C=CC1C2)NC1CC2C=CC1C2 (stereo not drawn) was read as JMJD2C inh 44.5, Fh CTSL1 inh 2.2, PP5 inh 5.0, PP1 counter -1.5, procasp7 counter -14.1, VLA-4 inh 2.3, HCV core dimer 4.6, GRK2 inh 0.0 and procasp3 activ -8.7.
`Cc1cccc2cc(COC(=O)C3CCCCC3)c(=O)[nH]c12` gave JMJD2C inh 1.2, Fh CTSL1 inh -3.2, PP5 inh -1.3, PP1 counter 0.1, procasp7 counter 4.9, VLA-4 inh 11.6, HCV core dimer 3.6, GRK2 inh 6.0 and procasp3 activ -1.6.
Cc1ccc(F)cc1NC(=O)/C=C/c1ccc(S(=O)(=O)N2CCOCC2)cc1 was read as procasp7 counter -12.8, VLA-4 inh 11.5, GRK2 inh 0.0 and procasp3 activ 2.2.

Remaining list, next part.
Screening O=C(COC(=O)Cc1cccs1)NCc1ccc(F)cc1 returned JMJD2C inh 0.8, Fh CTSL1 inh -25.6, PP5 inh 2.5, PP1 counter -1.0, procasp7 counter -4.0, VLA-4 inh 16.7, HCV core dimer -3.9, GRK2 inh 2.0 and procasp3 activ 6.9.
For CN(C)CCCN1C(=O)C(=O)/C(=C(/O)c2ccncc2)C1c1cccc(Br)c1 (stereo not drawn) the results were JMJD2C inh 7.0, Fh CTSL1 inh 0.9, PP5 inh -0.2, PP1 counter -4.1, procasp7 counter -9.7, VLA-4 inh 7.0, HCV core dimer -5.5, GRK2 inh 3.0 and procasp3 activ 8.1.
For CNCC(O)Cn1c(C(F)(F)F)nc2ccccc21 (stereo not drawn) the results were JMJD2C inh 14.9, Fh CTSL1 inh 0.8, PP5 inh -1.1, PP1 counter -0.2, procasp7 counter 8.7, VLA-4 inh -8.0, HCV core dimer -1.4, GRK2 inh 0.0 and procasp3 activ 3.9.
`COCC(C)NC(=S)N1CCN(c2ccccc2Cl)CC1` (stereo not drawn) gave JMJD2C inh -7.1, Fh CTSL1 inh 4.2, PP5 inh -1.1, PP1 counter -0.8, procasp7 counter 0.6, VLA-4 inh 9.4, HCV core dimer -0.1, GRK2 inh 0.0 and procasp3 activ 4.8.
O=C1C=C(c2ccc(OC(F)(F)F)cc2)C[C@@H](c2ccc(Cl)cc2)C1 was read as JMJD2C inh -1.5, PP5 inh 3.4, PP1 counter 2.9, procasp7 counter -7.2, VLA-4 inh 0.0, GRK2 inh 4.0 and procasp3 activ -4.6.
Screening CC(=O)c1cccc(NC(=O)N2CCC(c3nnc(SCC(N)=O)n3C)CC2)c1 returned JMJD2C inh 26.6, Fh CTSL1 inh -4.1, PP5 inh -1.7, PP1 counter -3.4, procasp7 counter 0.9, VLA-4 inh -14.2, HCV core dimer -5.0, GRK2 inh 0.0 and procasp3 activ -9.4.
Screening CC(C)Sc1ncnc2c1oc1ccccc12 returned JMJD2C inh -5.7, Fh CTSL1 inh -1.2, PP5 inh 0.1, PP1 counter -5.3, procasp7 counter 5.1, VLA-4 inh -3.1, HCV core dimer 2.2, GRK2 inh 1.0 and procasp3 activ -7.7.

Source: PubChem BioAssay

Hits appear at their usual frequency (roughly 2.6% active in at least one column).
